From PubChem
MCF10A rereplic – DNA re-replication induction in MCF 10a cells | Potency, µM (highest dose often 46.1 µM), for the others: at the top dose activity, positive = re-replication, most hits filed as activators | MCF 10A DNA re-replication, Hoechst nuclear intensity, 48 h | AID 624296 | 2.9% of 350,000 active; also: potency is read from the fitted curve at half-maximal effect; % of control where 0% means no effect; nearly all actives have a fitted effect of over 50% in size
HT1080 IDH1KD tx – HT-1080 IDH1 knockdown cell toxicity (counter line) | Potency, µM (highest dose often 46.1 µM), inactives show at the top dose activity, negative = toxicity, hits mostly cytotoxic | 2% of 360,000 active | HT-1080 IDH1 knockdown viability, ATP luminescence, 48 h;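 also: potency is read from the fitted curve at half-maximal effect; 0% = DMSO wells and -100% = cell-free medium wells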
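Using the IDH1-knockdown HT-1080 line run in the same batch and compound series as the NT line, viability after 48 h at 37 °C was determined by CellTiter-Glo luminescence and expressed as % activity.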
KB-3-1 cytotox – kills parental KB-3-1 adenocarcinoma cells; KB-3-1 viability, CellTiter-Glo ATP luminescence, 72 h; Potency, µM (highest dose often 46.1 µM), without a hit: at the top dose activity change, negative = cytotoxic, most hits filed as cytotoxic; 1.4% of 400,000 active; also: potency is read from the fitted curve at half-maximal effect; % is scaled to controls: 0 for no effect and ±100 for the full control effect; nearly all actives have a fitted effect of over 60% in size
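72 h, 37 °C compound treatment of KB-3-1 parental cells; CellTiter-Glo added, 10 min, luminescence read. Data corrected against DMSO-only plates and normalized before curve fitting.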
SW480 rerep – induces DNA re-replication in SW480 colon adenocarcinoma cells; SW480 DNA re-replication, Hoechst DNA content imaging, 48 h; Potency, µM (titrated, usually from 46.1 µM), for the others: at the highest dose re-replication activation, hits mostly activators; 1.8% of 340,000 active; AID 624297; also: potency is read from the fitted curve at half-maximal effect; % of control where 0% means no effect; nearly all actives have a fitted effect of over 55% in size
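First, 250 cells per well were seeded. Next, compound or vehicle (23 nL) was pinned in, plates sat 48 hr at 37 C. Finally Hoechst was added for 40 min before fluorescence scanning.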
HepG2 tox – kills HepG2 cells in TGF-b inhibitor counter-screen; HepG2 CAGA-GFP viability, ATP luminescence, 18 h; Potency, µM (doses to about 46.1 µM), inactives show at the top dose activity change, negative = cytotoxicity, actives largely listed as cytotoxic; 0.76% of 410,000 active; AID 588856; also: potency is read from the fitted curve at half-maximal effect; some results filed as inactive show a strong effect at the top dose
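CellTiter-Glo luminescence gave cytotoxicity after 18 hours at 37 degrees C. The cells were HepG2 CAGA-GFP in 1% FBS DMEM, stimulated with 500 pg/mL TGF-beta after compound addition. %Activity was normalised to no-cell wells (complete cell-killing) and DMSO (no toxicity), and curves were fitted and classified.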
ATXN2 expr inh – ATXN2 expression inhibition | HEK-293 ATXN2-luciferase reporter, luminescence, 24 h | 0.72% of 360,000 active | Potency, µM (series often up to 57 µM), inactives show top-dose activity change, negative = inhibition, usual class: inhibitors; also: potency is read from the fitted curve at half-maximal effect; % is scaled to controls: 0 for no effect and ±100 for the full control effect; nearly all actives have a fitted effect of over 55% in size
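ATXN2-luciferase reporter cells (luciferase flanked by upstream and downstream ATXN2 gene portions) were treated 24 h at 37 °C with compounds at up to 57 uM. SteadyGlo luminescence gave expression; GF-AFC fluorescence gave viability.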
IL1B secr inh – blocks inflammasome-driven IL-1 beta release. THP-1 LPS/ATP IL-1B secretion, AlphaLISA, 16 h; hits give low values. activity change, % at 57.5 µM. 4.7% of 360,000 active; in the data active = activity change below about -50%; inconclusive = mostly about -30% to -49%; also: % is scaled to controls: 0 for no effect and ±100 for the full control effect
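Secreted IL-1B measured by AlphaLISA bead assay after 16 h compound exposure of THP-1 cells; compounds (final up to 57.5 uM) added 1 h before LPS (250 ng/mL) and ATP (1.25 mM) stimulation; lower signal means less secretion.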
HT1080-NT tox – kills 2HG-producing HT-1080-NT fibrosarcoma cells | Potency, µM (titrated, usually from 46.1 µM), for the others: at the highest dose activity, negative = less viability, usual class: cytotoxic | 1.6% of 360,000 active | HT-1080-NT fibrosarcoma viability, CellTiter-Glo ATP luminescence, 48 h | AID 686970;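 also: NT is the 2HG producing partner of a matched IDH1 knockdown line; potency is read from the fitted curve at half-maximal effect; 0% = DMSO-treated cells and -100% = media-only wells without cells; nearly all actives have a fitted effect of over 55% in size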
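Toxicity toward the 2HG-producing NT line was scored as %Activity, normalised to DMSO and no-cell wells, from CellTiter-Glo luminescence after 48 hours' treatment.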
S2 tox – reduces viability in counter-screen for ATXN expression inhibitors; 0.49% of 400,000 active; S2 cells (HEK-293 line with an ATXN2-luciferase reporter) viability, CellTiter-Fluor protease fluorescence, 24 h; AID 651635; Potency, µM (top dose mostly 56.7 µM), hits mostly cytotoxic; also: potency is read from the fitted curve at half-maximal effect; nearly all actives have a fitted effect of over 40% in size
The depositor's hits bear a star; i = inactive; ? = inconclusive; . = not tested or not shown; [ ] = remark or other dose. Unless noted, calls follow the shape of the dose curve; as a rule, active = well fitted curve in the direction sought with a large enough effect; inconclusive = small, poorly fitted or top-dose-only effect, or another doubt; inactive = no such curve, though single readings can be large; an effect the other way counts as inactive or inconclusive.

No.	mol	MCF10A rereplic	HT1080 IDH1KD tx	KB-3-1 cytotox	SW480 rerep	HepG2 tox
1	CCc1c(C(C)S(=O)(=O)c2ccccc2)[nH]c(=O)n1CC (configuration not stated)	?	12%	17%	30%	7%
2	O=C(COc1ccc(F)cc1)Nc1c(C(=O)N2CCC(N3CCCCC3)CC2)oc2ccccc12	-5%	-1%	?	1%	-36%
3	COc1ccccc1Nc1nc(N)nc(CN(C)C2CCCCC2)n1	?	12%	18%	-15%	-2%
4	CC(C)CNC(=O)COC(=O)c1ccc(Cl)c(S(N)(=O)=O)c1	0%	21%	3%	-3%	-17%
5	Cc1ccccc1-c1noc(-c2ccc(N3CCC(C)CC3)c([N+](=O)[O-])c2)n1	.	.	1%	.	-25%
6	C/C(CC(=O)Nc1ccccn1)=N\NC(=O)c1ccc2ccccc2c1	-5%	-16%	10%	-8%	6%
7	Cc1ccc(CNC(=O)c2cc(S(=O)(=O)N3CCCC3)cn2C)cc1	4%	1%	-3%	-8%	-4%
8	O=C(Nc1ccccc1N1CCCC1)c1ccc(N2CCCC2=O)cc1	-2%	1%	-1%	-6%	-6%
9	NS(=O)(=O)c1ccc(NNC(=O)c2ccc(Br)o2)c([N+](=O)[O-])c1	0%	-9%	21%	-2%	8%
10	Cc1ccc(C(=O)C2CCN(CC(=O)Nc3ccc4c(c3)OCCO4)CC2)cc1	25%	-19%	0%	1%	-10%
11	O=C(c1cc(COc2ccc(F)cc2Cl)on1)N1CC2C[C@@H]3CC1C[C@H](C2)C3	3%	0%	1%	0%	-7%
12	O=C(Nc1cccc(S(=O)(=O)N2CCOCC2)c1)C(c1ccccc1)N1CCCCC1 (configuration not stated)	?	2%	-11%	1%	4%
13	Cc1cccc(/C=C2/Sc3ccc(C(=O)N4CCOCC4)cc3NC2=O)c1	?	0%	7%	20%	13%
14	CN1CCN(C(=S)c2ccc(Br)cc2)CC1	?	5%	-4%	2%	25%
15	CCOC(=O)C1=C[C@@H](C(C)(C)C)N(S(=O)(=O)c2ccc(C)cc2)[C@H]1c1ccccc1Cl	.	?	-21%	.	-25%

No.	ATXN2 expr inh	IL1B secr inh	HT1080-NT tox	S2 tox
1	-3%	0	10%	i
2	.	?	4%	i
3	3%	-8	8%	?
4	-1%	2	15%	i
5	16%	.	.	i
6	16%	37	-3%	i
7	-24%	2	8%	i
8	0%	-1	-8%	i
9	-19%	?	-5%	?
10	-16%	-7	-8%	i
11	.	-16	1%	i
12	-10%	-1	-10%	i
13	?	-13	12%	?
14	-3%	0	-3%	i
15	-16%	80	-15%	?

(further entries)
No.	mol	MCF10A rereplic	HT1080 IDH1KD tx	KB-3-1 cytotox	SW480 rerep	HepG2 tox
16	O=C(CSc1nnnn1-c1ccccc1)c1ccc(O)cc1O	0%	-6%	-5%	-23%	-24%
17	CC(=O)c1ccc(N2CCN(C(=O)CCC(=O)Nc3ccc4nc(N5CCCCC5)cc(C)c4c3)CC2)cc1	.	.	-9%	.	-8%
18	Cc1noc(C)c1C(=O)Nc1cc(Cl)ccc1N1CCOCC1	20%	0%	-16%	-3%	-26%
19	COC(=O)[C@@]1(Cc2ccc(F)cc2)[C@H]2c3cc(C(=O)N4CCCC4)n(Cc4ccc(S(C)(=O)=O)cc4)c3C[C@H]2CN1C(=O)c1ccccc1	.	?	-16%	.	.
20	Cn1ccnc1CN1CCCCC1C(=O)Nc1ccc(Oc2cccnc2)cc1 (configuration not stated)	107%	?	?	?	5%
21	CC(C)c1cc(C(=O)N2CCCC(N3CCN(c4ccc(F)cc4)CC3)C2)no1 (configuration not stated)	8%	7%	14%	5%	-6%
22	CCOc1ccccc1OCC(O)CNC (configuration not stated)	16%	-11%	2%	21%	-23%
23	CCC(=O)N1CCCC(C)(C(=O)NS(=O)(=O)c2cccs2)C1 (configuration not stated)	.	0%	0%	.	2%
24	O=C(NNC1=NS(=O)(=O)c2ccccc21)c1ccccc1	-2%	6%	-3%	-18%	-10%
25	CCn1c(CC(=O)Nc2ccccc2F)nnc1SCC(=O)N1CCN(c2ccccc2)CC1	-4%	7%	-4%	1%	15%
26	COc1ccc(NC(=O)CSc2nc3sc4c(c3c(=O)n2-c2ccc(OC)cc2)CCN(C)C4)cc1	?	-14%	1%	-3%	-15%
27	O=C(Nc1cccc(Cl)c1Cl)c1ccncc1	-7%	8%	0%	-2%	-13%
28	COc1cc2c(C#Cc3cccnc3)c(-c3ccsc3)oc(=O)c2cc1OC	?	3%	3%	6%	-14%
29	O=C(OCC(=O)N1CCN(C(=O)c2ccco2)CC1)c1ccccc1OCc1ccc(Cl)cc1	-8%	4%	1%	-1%	-16%
30	Cc1cc(CC(=O)O)c(C)cc1CC(=O)O	10%	17%	1%	1%	-11%

No.	ATXN2 expr inh	IL1B secr inh	HT1080-NT tox	S2 tox
16	.	33	16%	i
17	?	.	.	i
18	.	-21	3%	i
19	-20%	-21	-28%	?
20	-10%	55	?	i
21	19%	23	-1%	i
22	-5%	0	8%[9.24 µM]	i
23	8%	-3	2%	i
24	7%	11	-1%	i
25	-3%	-14	0%	i
26	.	-8	-10%	i
27	-4%	-51*	3%	i
28	-10%	9	-4%	i
29	-7%	0	17%	i
30	1%	15	13%	i

Shown with values under each structure: entries from further up
Second line of a record: MCF10A rereplic | HT1080 IDH1KD tx | KB-3-1 cytotox | SW480 rerep | HepG2 tox | ATXN2 expr inh | IL1B secr inh | HT1080-NT tox | S2 tox
24. O=C(NNC1=NS(=O)(=O)c2ccccc21)c1ccccc1
    -2% | 6% | -3% | -18% | -10% | 7% | 11 | -1% | i
25. CCn1c(CC(=O)Nc2ccccc2F)nnc1SCC(=O)N1CCN(c2ccccc2)CC1
    -4% | 7% | -4% | 1% | 15% | -3% | -14 | 0% | i

Three of the entries above in order of the IL1B secr inh value, low to high:
| entry | compound | IL1B secr inh |
| --- | --- | --- |
| 12 | O=C(Nc1cccc(S(=O)(=O)N2CCOCC2)c1)C(c1ccccc1)N1CCCCC1 (configuration not stated) | -1 |
| 24 | O=C(NNC1=NS(=O)(=O)c2ccccc21)c1ccccc1 | 11 |
| 16 | O=C(CSc1nnnn1-c1ccccc1)c1ccc(O)cc1O | 33 |

The listing picks up, starting 2 compounds before the break.
No.	mol	MCF10A rereplic	HT1080 IDH1KD tx	KB-3-1 cytotox	SW480 rerep	HepG2 tox
29	O=C(OCC(=O)N1CCN(C(=O)c2ccco2)CC1)c1ccccc1OCc1ccc(Cl)cc1	-8%	4%	1%	-1%	-16%
30	Cc1cc(CC(=O)O)c(C)cc1CC(=O)O	10%	17%	1%	1%	-11%
31	O=C1c2cccc3c(N4CCCCC4)ccc(c23)C(=O)N1CCO	?	-15%	-1%	?	-31%
32	O=C(NC1CCCCC1)N1CCN(C(c2ccccc2)c2ccccc2)CC1	-1%	-1%	2%	-2%	-10%
33	CCC(C(=O)NC1CCCC1)n1c(-c2ccncc2)nc2ccccc21 (configuration not stated)	.	1%	-2%	.	.
34	CCCn1nc(C(=O)Nc2nc3ccccc3[nH]2)c2ccccc2c1=O	?	-2%	16%	2%	-11%
35	COc1ccc(C2(C)NC(=O)N(CC(=O)Nc3ccc4ccccc4c3)C2=O)cc1OC (configuration not stated)	-2%	-16%	-3%	-16%	1%
36	CC(CNC(=O)CCc1nnc(CCC2CCCCC2)o1)c1ccccc1 (configuration not stated)	21%	-9%	-1%	1%	-10%
37	CCCC(=O)N1CCC1(C)C(=O)Nc1cc(OC)ccc1OC (configuration not stated)	.	3%	0%	.	2%
38	COC(=O)/C=C1\OCc2cc(OCc3ccccc3)ccc21	.	-19%	25%	.	.
39	CCN(CC)CCCn1c(C)cc2c(c1=O)C(c1ccc(OC)c(OC)c1OC)C(C#N)=C(N)O2 (configuration not stated)	-4%	-2%	-2%	-54%[inhibitor]	-6%
40	COc1ccc(-c2nc(-c3cccc(C)c3)no2)cc1OC	-25%	3%	-7%	-2%	-6%
41	N#CCCN(C(=O)COC(=O)Cc1ccc(Br)cc1)c1ccccc1	1%	-1%	-10%	-1%	0%
42	O=C(O)c1ccccc1C(=O)Nc1ccc(Nc2ccc([N+](=O)[O-])cc2[N+](=O)[O-])cc1	?	0%	7%	-7%	-1%
43	COc1ccc(-c2cc(C(F)(F)F)nc(SCC(N)=O)n2)cc1	?	2%	-4%	-8%	-1%
44	CN(C)C(=O)c1ccc2c(c1[N+](=O)[O-])C(=O)c1ccccc1C2=O	?	-16%	-4%	.	-46%
45	Fc1ccc(NC(=S)N2CCc3ccccc32)cc1	2%	3%	-12%	-3%	-54%
46	Cc1cc(NC(=O)Nc2cc(Cl)sc2Cl)no1	2%	-4%	-9%	-9%	30%
47	COc1ccc(CCNC(=S)N2CCC(Cc3ccccc3)CC2)cc1OC	?	-23%	?	-2%	-13%

No.	ATXN2 expr inh	IL1B secr inh	HT1080-NT tox	S2 tox
29	-7%	0	17%	i
30	1%	15	13%	i
31	-12%	0	-17%	i
32	?	-15	-7%	i
33	.	-20	17%	.
34	-23%	?	-4%	i
35	-22%	-55*	?	i
36	27%	-16	-5%	i
37	15%	32	?	i
38	.	-17	-19%	.
39	-3%	0	-1%	i
40	34%[activator]	-21	18%	i
41	-4%	-5	13%	i
42	.	-12	-3%	?
43	1%	-29	-7%	i
44	29%	-5	-18%	i
45	.	15	2%	?
46	1%	40	-7%	i
47	-21%	-8	-19%	i
